# Assay outcomes as filed in PubChem.
# GPR151 ag – activates the human receptor GPR151. Q8TDV0. PathHunter beta-arrestin GPR151 cells, luminescence. activation, % at 11.2 µM. 650,000 tested, 1% active. AID 1508602; in the data active = activation above about 4.9%;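 also: 0% = median of compound wells and 100% = cells with positive control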
# Target sequence (Q8TDV0 whole entry, looked up): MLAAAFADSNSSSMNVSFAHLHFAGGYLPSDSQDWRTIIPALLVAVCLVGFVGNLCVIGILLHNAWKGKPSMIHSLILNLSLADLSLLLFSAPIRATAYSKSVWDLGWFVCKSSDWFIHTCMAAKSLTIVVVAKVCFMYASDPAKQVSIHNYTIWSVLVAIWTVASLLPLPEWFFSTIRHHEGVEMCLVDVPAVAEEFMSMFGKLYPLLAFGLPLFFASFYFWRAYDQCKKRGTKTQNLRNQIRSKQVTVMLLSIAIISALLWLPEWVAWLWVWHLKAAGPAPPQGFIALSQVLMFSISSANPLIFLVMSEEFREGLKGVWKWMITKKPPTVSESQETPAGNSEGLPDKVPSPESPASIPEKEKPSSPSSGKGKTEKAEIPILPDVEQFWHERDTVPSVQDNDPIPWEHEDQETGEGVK
# TEAD-YAP inh – TEAD-YAP interaction inhibition. HEK-TIYL cells, TEAD-Gal4/YAP UAS-luciferase luminescence. inhibition, % at 9.12 µM. 640,000 tested, 1.4% active; in the data active = inhibition above about 32%;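 also: 0% = median of test compound wells and 100% = reference inhibitor wells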
# FBW7 activator – activators of human E3 ligase FBW7; Q969H0; AlphaScreen FBW7–phospho-cyclin E peptide binding, activator screen; normalized activity (activation), % at 26.1 µM; 650,000 tested, 0.13% active; AID 1259310; in the data active = normalized activity above about 1.9%;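 also: purified mutant Fbw7 with reduced substrate affinity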
# MITF inh – blocks human microphthalmia-associated transcription factor | AlphaScreen MITF homodimerization, bead proximity signal | inhibition, % at 2.6 µM | 650,000 tested, 0.91% active | AID 1259374; in the data active = inhibition above about 50%;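 also: 0% = vehicle wells with protein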
# Target sequence (O75030 whole entry, looked up): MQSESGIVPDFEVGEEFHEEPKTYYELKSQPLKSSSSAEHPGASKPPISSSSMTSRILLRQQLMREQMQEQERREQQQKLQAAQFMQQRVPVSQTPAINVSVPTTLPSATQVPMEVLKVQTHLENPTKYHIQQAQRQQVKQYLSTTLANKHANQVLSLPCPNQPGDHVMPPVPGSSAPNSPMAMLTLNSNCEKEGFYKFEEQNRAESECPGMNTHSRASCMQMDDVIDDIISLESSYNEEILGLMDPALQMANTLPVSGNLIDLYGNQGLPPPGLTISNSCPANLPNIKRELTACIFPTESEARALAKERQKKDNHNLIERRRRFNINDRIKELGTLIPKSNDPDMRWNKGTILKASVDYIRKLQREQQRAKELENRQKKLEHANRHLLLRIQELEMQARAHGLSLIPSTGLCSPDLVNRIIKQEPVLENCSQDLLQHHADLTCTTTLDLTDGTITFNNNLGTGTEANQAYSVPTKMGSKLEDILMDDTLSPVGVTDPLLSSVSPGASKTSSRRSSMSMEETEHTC
# The depositor's hits bear a star; & = joins results of further samples.
smiles | MITF inh | GPR151 ag | FBW7 activator | TEAD-YAP inh
CCCn1c(N2CCN(CC(=O)Nc3cc([N+](=O)[O-])ccc3C)CC2)nc2ccccc21 | 7 | 0.8 | -0.3 | 11
Nc1ncc(CSc2n[nH]c(-c3ccccc3)n2)s1 | 0 | 0.9 | 0.1 | -18
CC1(C)C(=O)NCCN1C(=O)Cn1nc2c3ccccc3nc(C3CC3)n2c1=O | 6 | -0.5 | 0.7 | -10
O=C(CCS(=O)(=O)c1cc2c(cc1Cl)NC(=O)CO2)NCc1cccnc1 | 2 | 0.8 | 0.0 | -3
CCCCS(=O)CC(COC)OC(=O)c1ccccc1 (stereo unspecified) | -2 | -0.5 | 0.0 | -3
COc1cccc(-n2c(O)c(C=Nc3ccc(OC)c(OC)c3)c3ccccc3c2=O)c1 | 3 | -0.4 | -0.1 | 1
Cc1cccc(CNC(=O)C2CCCN2c2nn3c(=O)cc(C)nc3s2)c1 (stereo unspecified) | -4 | -0.9 | 0.0 | 2
O=C1CCCN1CCCNc1ncnc2nc(NCc3cccnc3)[nH]c12 | 6 | -0.1 | -0.1 | 1
Cc1cccc(-c2nnc(NC(=O)c3cccc(C(F)(F)F)c3)s2)c1 | -2 | 0.0 | 0.0 | -3
COCCNC(=O)c1ccccc1NS(=O)(=O)c1ccc(OC)c(Cl)c1 | -11 | -2.2 | -0.4 | -7
Cc1ccc2c(c1)N(C(=O)CCC(=O)N1CCCCC1)CC(C)O2 (stereo unspecified) | 0 | 0.9 | 0.0 | 6
O=C(NCc1ccco1)c1ccc(-c2ccccc2C(F)(F)F)o1 | 24 | -1.0 | 0.2 | -15
COCCN(C(=O)Cc1ccccc1)c1nnc(-c2ccccc2C)s1 | -17 | 0.3 | 0.0 | -10
CC(NC(=O)c1ccccc1F)c1nnc(SCCC(=O)Nc2ccccc2)n1C (stereo unspecified) | 9 | -0.5 | 0.6 | 8
c1cnn(CCCNc2nncc(-c3ccc4c(c3)OCO4)n2)c1 | -14 | -0.5 | 0.5 | 85*
CN(Cc1ccccc1)C(=O)CN(C1CCCCC1)S(C)(=O)=O | -5 | -0.2 | 0.0 | 7
COc1cc(/C=C2/SC(=S)N(CC(=O)O)C2=O)cc(OC)c1OC(C)=O | -6 | 1.7 | 0.0 | -13
O=C(CSc1ncnc2sc3c(c12)CCCC3)N1CCOCC1 | 6 | 0.1 | 0.0 | 0
O=C(c1ccc(SCc2ccccc2F)c([N+](=O)[O-])c1)N1CCCCCC1 | -3 | 0.6 | 0.0 | 13
C=Cn1ccc2c1CCN(CC)C2 | 4 | -0.3 | -0.1 | -2
O=C1CC(Nc2ccc(N3CCOCC3)cc2)C(=O)N1c1cccc2ccccc12 (stereo unspecified) | -2 | 1.7 | -0.2 | 3
Cc1cc2ccccc2c(=O)n1CC(=O)N1CCCCC1 | 11 | -1.3 | 0.1 | 3
COc1ccc(-c2cc(C(=O)NCCN3CCOCC3)c3ccccc3n2)cc1 | -4 | 0.8 | 0.7 | 4
CCc1ccc(NC(=O)Cc2cccs2)cc1 | 5 | 2.4 | 0.0 | -33
Cc1ccnc2nc(C(=O)Nc3nnc(-c4ccccc4)o3)nn12 | -3 | 0.2 | -0.6 | -35
Cc1ccc(NC(=S)N2CCOCC2)c(C)c1 | 3 | -0.8 | 0.0 | 4
C/C(=N\Nc1nc(C)cc(-c2ccccc2)n1)c1cccc(N)c1 | 1 | 1.4 | -0.2 | 4
CC(C)c1nc2sc3c(NCCO)ncnc3c2c2c1COC(C)(C)C2 | 8 | -0.4 | -0.2 | -15
CNCC(O)COc1cccc(OC)c1 (stereo unspecified) | 4 | 0.8 | -0.4 | 1
O=C(CCC1CCCN(C(=O)c2ccsc2)C1)N1CCN(c2ccccn2)CC1 (stereo unspecified) | -6 | -1.1 | 0.6 | 0
CCOC(=O)c1sc(NC(=O)c2ccc(OCC)cc2)nc1-c1ccccc1 | 3 | -0.1 | -0.1 | -1
Cc1cn2c3c(=O)n(CC(N)=O)c(=O)n(C)c3nc2n1-c1cccc(Cl)c1 | 4 | 0.9 | -0.1 | -5
COc1cc(CC2(CCC(=O)N(C)CCc3c(C)n[nH]c3C)CCC(=O)N2)ccc1F (stereo unspecified) | 6 | -0.2 | 0.6 | -3
O=C(Cn1nc2c3ccccc3ncn2c1=O)NC1CC1 | 15 | 0.6 | 1.4 | 1
Nn1cc(-c2ccccc2)nc1SC(F)F | 6 | -1.1 | -0.1 | -17
CCN(CC)CCNC(=O)/C(=C/c1ccc(OC)c(OC)c1)NC(=O)c1ccc(C)cc1 | 6 | 1.1 | -0.1 | 9
C=CCC(O)(CC=C)c1cc(-c2ccccc2)nc2ccccc12 | 2 | 0.8 | 0.1 | -8
O=C(N/N=C/c1ccc(F)c(Br)c1)c1cccc([N+](=O)[O-])c1 | 15 | 1.4 | 1.1 | 9
O=C1CSC(=Nc2cccc(Cl)c2Cl)N1 | -2 | 0.9 | -0.1 | -1
CCC1C(=O)NCCN1Cc1ccc2c(c1)CN(Cc1ccc(C(=O)OC)cc1)CCO2 (stereo unspecified) | -5 | -0.9 | 0.1 | 0
CN(C)c1ccc(/C=N/NC(=O)Cc2ccc(Cl)cc2)cc1 | 6 | 0.7 | 0.0 | 9
Cc1ccccc1-n1c(=O)c2ccccc2n2c(=O)[nH]nc12 | 16 | -0.6 | 0.0 | -24
CCOC(=O)c1ccccc1NC(=O)Nc1cccc(C(C)=O)c1 | 4 | -0.8 | 0.1 | -4
CC1CC2(C)Oc3ccccc3C3OCC1(CO)C(C)C32 (stereo unspecified) | 5 | -0.8 | 0.0 | 8
COc1ccc2ccccc2c1C=C1C(=O)OC2(CCCC2)OC1=O | -2 | 0.7 | 0.1 | 5
CC(=O)Nc1ccc(NS(=O)(=O)Cc2ccccc2)cc1 | -2 | -0.6 | 0.1 | 9
COc1ccc(C2(NC(C)=O)CCN(C(=O)c3ccco3)CC2)cc1 | 2 | 1.3 | 0.2 | 12
Nc1cccc(-c2nccc(NC3CC3)n2)c1 | 9 | -1.3 | 0.1 | -33
COc1cc(C2NC(=S)NC(C)=C2C(=O)Nc2ccc(C)cc2C)cc(OC)c1OC (stereo unspecified) | 2 | 0.8 | 0.2 | 4
COc1ccc(C)cc1NC(=O)COCC(=O)O | -6 | -0.8 | 0.0 | -6
O=C(c1sc2cc(Cl)ccc2c1Cl)N1CCCCC1 | -6 | -0.3 | -0.1 | -57
Cc1c(C(C)OC(=O)Nc2ccc(Cl)cc2)sc2nccn12 (stereo unspecified) | -14 | 0.4 | 0.0 | -3
NC(=O)c1ccsc1NC(=O)CCC(=O)O | 1 | 0.2 | 0.0 | 5
O=C(NNC(=O)c1cccc([N+](=O)[O-])c1)Nc1ccc(Cl)c(Cl)c1 | 13 | 0.3 | 0.1 | -4
COc1ccc(OC)c(CN2CCN(Cc3ccc(C)o3)C(CCO)C2)c1 (stereo unspecified) | 4 | -0.7 | 0.1 | -7
Cc1cc(Cl)ccc1OCC(=O)N1N=C(C(F)F)CC1(O)C(F)F (stereo unspecified) | -4 | 1.3 | 0.0 | -1

# More compounds.
smiles | MITF inh | GPR151 ag | FBW7 activator | TEAD-YAP inh
CCC1C(=O)N=C(SCc2ccccc2)NC1=O (stereo unspecified) | -2 | -0.2 | -0.2 | -7
O=C1NC(c2ccc(O)cc2)c2c1n[nH]c2-c1ccco1 (stereo unspecified) | 16 | 0.7 | 0.0 | 3
O=C(NCCN1CCN(c2ccc(F)cc2)CC1)c1ccc2c(c1)OCO2 | -7 | 0.5 | 0.5 | -2
NC(=O)c1nn2c(c1Br)NC(c1ccc(Br)o1)CC2C(F)(F)F (stereo unspecified) | 5 | 1.1 | 0.0 | 28
CNC(=S)N1CCC(C(=O)N(C)C(c2ccc(F)cc2)c2ncccc2C)CC1 (stereo unspecified) | -4 | -1.2 | 0.2 | -7
CC(=C/N(C)C)/C=C1\Nc2ccccc2C1=O | 16 | -0.3 | 0.0 | 2
O=C(NC1CCCCCC1)c1ccccc1-c1nc2ccccc2[nH]1 | -8 | -1.3 | 0.0 | 5
CCc1ccc(NC(=O)CN(c2ccc(Cl)cc2C)S(C)(=O)=O)cc1 | 1 | 0.1 | 0.2 | 2

# In the list so far, these contain an aryl thioether with sulfur outside any ring.
smiles | MITF inh | GPR151 ag | FBW7 activator | TEAD-YAP inh
Nc1ncc(CSc2n[nH]c(-c3ccccc3)n2)s1 | 0 | 0.9 | 0.1 | -18
CC(NC(=O)c1ccccc1F)c1nnc(SCCC(=O)Nc2ccccc2)n1C (stereo unspecified) | 9 | -0.5 | 0.6 | 8
O=C(CSc1ncnc2sc3c(c12)CCCC3)N1CCOCC1 | 6 | 0.1 | 0.0 | 0
O=C(c1ccc(SCc2ccccc2F)c([N+](=O)[O-])c1)N1CCCCCC1 | -3 | 0.6 | 0.0 | 13
Nn1cc(-c2ccccc2)nc1SC(F)F | 6 | -1.1 | -0.1 | -17

# Next part.
smiles | MITF inh | GPR151 ag | FBW7 activator | TEAD-YAP inh
CCCN=C(NS(=O)(=O)c1ccc(C)cc1)c1ccccc1 | 7 | -0.8 | 0.2 | 2
CN1C(=O)[C@H]2CN(C(=O)c3cc(F)c(F)cc3F)CCN2C(=O)[C@@H]1CO | 23 | -1.5 | 0.1 | 3
CNc1ccccc1C(=O)OCC(=O)c1ccc(Cl)s1 | -10 | 0.2 | 0.6 | -20
COc1ccc(-n2c(=S)[nH]c3sc4c(c3c2=O)CCC(C(C)(C)C)C4)cc1 (stereo unspecified) | -1 | -1.5 | 0.0 | 7
CCSCCOC(=O)C1=C(C)NC2=C(C(=O)CCC2)C1c1cccc(F)c1 (stereo unspecified) | -5&0 | 2.0&-0.6 | -0.1&0.0 | -1&4
COc1ccc(/C=C/C(=O)NCCSCc2ccccc2)cc1OC | -4 | 1.7 | -0.1 | -3
c1ccc(Nc2ncnc3sc4c(c23)CCCC4)cc1 | 9 | -0.3 | 0.0 | -10
CCCCCn1c(COc2ccccc2)nc2ccccc21 | 8 | 1.4 | 0.1 | -5
COc1ccc(/C=C/c2nc(N)nc(-c3ccccc3O)n2)cc1 | 3 | 2.1 | 0.0 | -4
CN(c1ccccc1C(=O)Nc1ccccc1-c1ccccc1)S(C)(=O)=O | 7 | 3.3 | -0.1 | -6
Cc1ccc(-n2ncc3c(Nc4ccc(OCc5ccccc5)cc4)ncnc32)c(C)c1 | 7 | 0.7 | 0.0 | -3
Cc1ccc(C)c(OCC(=O)Nc2ccc3c(c2)OCO3)c1 | -3 | -0.1 | -0.1 | -34
CC12c3ccccc3C(c3ccccc31)C1C(=O)N(NC(=O)c3ccccc3)C(=O)C12 (stereo unspecified) | 0 | -0.5 | 0.0 | 7
CCCN1C(=O)c2cc(C(=O)NCCc3ccccc3)ccc2C1O (stereo unspecified) | -3 | 0.2 | 0.0 | -41
COc1cccc(C(=O)Nc2nc3ccc(Br)cc3s2)c1OC | 2 | 4.4 | 0.1 | -12
CCCc1cc(N2CCN(CCO)CC2)n2nc(C)c(-c3ccccc3)c2n1 | 9 | 1.8 | 0.4 | -4
N=C1c2ccccc2C(=O)C1c1ccccc1 (stereo unspecified) | 65* | -0.2 | -0.2 | -33
COc1cc(NC(=O)CSC)cc(OC)c1 | -14 | 1.6 | -0.2 | 0
O=C(CN1C2CCC1CC(O)C2)N1c2ccccc2Sc2ccc(Cl)cc21 (stereo unspecified) | -5 | 0.0 | -0.2 | -10
COc1ccc2c(CNCCC3=CCCCC3)c(C(=O)O)n(Cc3ccccc3F)c2c1 | 6 | -0.1 | 0.0 | 12
Cc1ccc2sc(NC(=O)/C=C/C(=O)O)nc2c1 | 11 | -3.3 | -0.1 | 14
O=C1CN(S(=O)(=O)c2ccc3c(c2)C(=O)c2ccccc2-3)CC(=O)N1 | 13 | -0.2 | 0.1 | 2
COc1ccc(-c2cc(N)ncn2)cc1 | 6 | 0.6 | 0.1 | -17
C=C(C)Cn1c(N2CCC(C)CC2)nc2c1c(=O)n(C)c(=O)n2C | 7 | 0.5 | 0.0 | 8
O=C(Nc1ccccc1C(=O)O)c1ccc(Cl)cc1 | -4 | -8.4 | 0.1 | -22
Cc1ccccc1CN1CCN(Cc2ccc(C#CCCO)cc2)CC1CCO (stereo unspecified) | 2 | 1.0 | -0.1 | -1
COc1ccc2c(c1)CCc1c(C(=O)NC3CCCC3)noc1-2 | -3 | -0.5 | -0.2 | -28
O=C(Nc1ccc2cn[nH]c2c1)c1ccc(OCC(O)c2ccc(Br)cc2)cc1 (stereo unspecified) | 13 | -0.6 | 0.1 | -10
COCC(=O)n1nc(-c2ccc(Cl)cc2)nc1NCc1ccc(OC)cc1 | 3 | -0.1 | -0.1 | -2
CCOC(=O)c1c(-c2ccc(Br)cc2)csc1/N=C/c1c(C)[nH]n(-c2ccccc2)c1=O | -3 | 4.3 | -0.6 | -6
COc1ccc(C(N)=O)cc1N1C(=O)CC(NC2CCN(Cc3ccccc3)CC2)C1=O (stereo unspecified) | 3 | 0.6 | -0.1 | -3
c1ccc(C2=Nc3ccccc3C(c3cccnc3)=NN2)cc1 | 11 | 0.3 | 0.0 | -27
COc1ccc(CC(=O)NNS(=O)(=O)c2ccc(F)cc2)cc1OC | 7 | -0.4 | 0.5 | 18
CCCCC(=O)Nc1ccccc1C(=O)NC(C)(C)C | 0 | 2.8 | 0.0 | 7
COC(C(=O)N1CCc2c(cnc(C)c2CNC(=O)c2ccc(=O)[nH]n2)C1)c1ccccc1 (stereo unspecified) | 22 | -1.8 | 1.2 | 5
CC1(C)NC(=O)N(CC(O)COc2cc3ccccc3cc2C(=O)N2CCCCC2)C1=O (stereo unspecified) | 7 | -0.9 | 0.1 | 2
CC(C)CC(NC(=O)c1ccco1)c1nnc2n1CCN(Cc1ccccc1O)CC2 (stereo unspecified) | 0 | -0.6 | 0.7 | -5
O=c1c(Oc2ccc(-c3ccccc3)cc2)c(C(F)(F)F)oc2c(CN3CCCCC3)c(O)ccc12 | 3 | -0.8 | 0.2 | 16
CCCCN(C)CCCNC(=O)CSCc1ccccc1Cl | 76* | -0.8 | 0.0 | 4
